Compound activity deposited in PubChem BioAssay by several laboratories.
AI-2 QS modul: modulates the Vibrio harveyi AI-2 quorum sensing system | Vibrio harveyi JMH597 AI-2 luminescence/OD600 ratio, 9 h; hits give low values; strain lacks LuxN and CqsS sensors; 0 = neutral-control median | activity change, % at 7.5 µM | actives 0.4% (n = 300,000) | AID 2094; in the data active means activity change below about -75%, passing the limit was not always enough;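 further: luminescence divided by OD600 gain over 9 h not by final OD600 alone; inactives centre near 13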
aSyn 5UTR inh: MLPCN primary screen, SNCA 5' untranslated region | alpha-synuclein 5'UTR reporter, inhibitor activity | inhibition, % (tested at 7.5 µM) | actives 0.82% (n = 300,000); in the data active means inhibition above about 60%;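 further: H4 neuroglioblastoma cells stably carrying SNCA 5'UTR luciferase fusion; 0% = DMSO wells and 100% = positive control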
GSK3beta inhib: blocks human GSK3beta kinase activity; activity score (negative = inhibition), % at 10 µM; actives 0.038% (n = 300,000); P49841; GST-GSK3beta kinase, ADP-Glo luminescence, 60 min; hits give low values; AID 2097;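 active means more than half of replicate wells score below -50%, meaning over 50% inhibition versus plate controls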;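 further: 0% = median DMSO wells and -100% = median GW8510 positive control wells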
Target sequence (P49841 whole entry, looked up): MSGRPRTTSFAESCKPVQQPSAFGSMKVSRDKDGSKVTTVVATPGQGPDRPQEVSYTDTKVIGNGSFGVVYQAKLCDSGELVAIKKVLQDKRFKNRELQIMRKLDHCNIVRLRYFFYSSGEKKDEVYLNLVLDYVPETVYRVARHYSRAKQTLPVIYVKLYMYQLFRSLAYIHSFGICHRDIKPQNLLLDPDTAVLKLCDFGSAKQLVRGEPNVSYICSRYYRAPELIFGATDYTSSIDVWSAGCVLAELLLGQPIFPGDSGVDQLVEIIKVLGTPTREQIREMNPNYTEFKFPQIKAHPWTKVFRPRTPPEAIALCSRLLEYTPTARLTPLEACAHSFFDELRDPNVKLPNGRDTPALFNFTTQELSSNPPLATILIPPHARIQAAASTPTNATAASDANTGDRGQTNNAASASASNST
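Test system – GST-tagged human GSK3beta kinase, cell-free · Incubation – 60 min enzyme reaction, room temperature · Signal – ADP-Glo luminescence · Also added – peptide substrate and ATP at 25 µM · Controls – DMSO neutral wells and GW8510 at 20 µM as positive · Buffer or medium – Tris/MgCl2 kinase buffer · Measure – Luminescence-derived activity versus plate DMSO and GW8510 wells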
HIF act: HIF pathway transcriptional activation | actives 0.32% (n = 300,000) | activation, % at 7.5 µM (by protocol) | AID 1910 | U2OS HRE-luciferase reporter, luminescence; normalized: DMSO 0%, desferrioxamine 100%;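 active means mean activation of at least 10% of the iron chelator positive control signal, with at least half of replicates also reaching 10%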
GSK3A inh: blocks human GSK-3 alpha kinase. actives 0.1% (n = 320,000). inhibition, % at 10 µM. ADP-Glo luminescence, 60 min. P49840. AID 2650;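 in the data active means inhibition above about 50%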;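 further: GST-tagged GSK-3 alpha with peptide substrate and 25 µM ATP; 0% = DMSO neutral wells and 100% = GW8510 positive control wells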
Target sequence (P49840 whole entry, looked up): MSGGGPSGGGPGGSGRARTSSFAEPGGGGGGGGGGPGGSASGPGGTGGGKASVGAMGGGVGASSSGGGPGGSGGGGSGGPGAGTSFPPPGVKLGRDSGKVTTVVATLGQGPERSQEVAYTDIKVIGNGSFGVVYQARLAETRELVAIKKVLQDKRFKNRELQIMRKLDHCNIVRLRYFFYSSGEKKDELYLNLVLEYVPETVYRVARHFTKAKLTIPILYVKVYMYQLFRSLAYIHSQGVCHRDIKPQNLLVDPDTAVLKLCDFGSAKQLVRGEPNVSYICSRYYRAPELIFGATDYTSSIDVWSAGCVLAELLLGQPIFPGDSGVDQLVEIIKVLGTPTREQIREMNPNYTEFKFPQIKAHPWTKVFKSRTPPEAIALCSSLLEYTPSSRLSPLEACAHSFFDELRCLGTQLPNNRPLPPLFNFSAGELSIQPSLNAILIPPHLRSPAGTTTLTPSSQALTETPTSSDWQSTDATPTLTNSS
IEC-6 tox: kills IEC-6 intestinal cells in KLF5 counter-screen; AID 1825; inhibition, % at 5 µM; IEC-6 cytotoxicity, luminescence viability; actives 0.78% (n = 290,000); in the data active means inhibition above about 22%;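 further: 0% = plate median of test compound wells and 100% = cytotoxic reference compound wells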
KLF5 inhibitor: kruppel-like factor 5 inhibition. DLD-1 KLF5 promoter-luciferase reporter, luminescence. inhibition, % at 5 µM. actives 0.23% (n = 290,000);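 active means inhibition above a per-plate limit of that plate's mean compound inhibition plus 3 SD, cut at about 60% in these data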;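 further: 0% = DMSO wells and 100% = LY294002 at 200 µM; higher means less KLF5 promoter-driven luciferase light; inactives centre near -14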
HSP90 refold inh: blocks HSP90-mediated luciferase refolding in reticulocyte lysate; inhibition, % at 5.6 µM; Rabbit reticulocyte lysate, luciferase refolding luminescence, 3 h; actives 0.91% (n = 290,000);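 active means inhibition above the screen-wide mean plus 3 SD, computed separately per campaign, cut at about 16% in these data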;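 further: 0% = DMSO wells and 100% = 60 µM geldanamycin wells; inhibitors lower the luminescence because luciferase stays unfolded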
HSF1 activator: increases HSF-1 driven luciferase reporter signal; actives 1.7% (n = 300,000); activation, % at 9 µM; NIH3T3-HGL HSF-1 luciferase reporter, MG132, 8 h; 100% = twice DMSO control signal; AID 504408;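 active means mean replicate activation of at least 50% with a set share of replicates each reaching 50%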;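 further: 0% = median of the neutral control wells and 100% = twice that signal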
HSF1 inh: HSF1 inhibition; NIH3T3-HGL HSE-luciferase, MG132-induced, luminescence 8 h; hits give low values; activity change, negative = inhibition, % at 7.5 µM (by protocol); actives 0.77% (n = 300,000);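 active means more than half of replicate wells show activity change below -50%, luminescence cut by over half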;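 further: luciferase reports HSF-1 transcriptional activity via heat shock element; 0% = median of DMSO wells and -100% = zero luminescence signal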
* marks the source's active call; other numbers are inactive results; / = not tested or not shown. Not a hit list, and some 4.7% of all compounds hit somewhere here.

Start of the data: the first two records (preview)
SMILES	AI-2 QS modul	aSyn 5UTR inh	GSK3beta inhib	HIF act	GSK3A inh	IEC-6 tox	KLF5 inhibitor	HSP90 refold inh	HSF1 activator	HSF1 inh
Fc1ccc(N2N=C(c3cccs3)CC2c2ccccc2)cc1 (stereo unspecified)	37	17	0	-0.4	-1	-5	-25	-3	3	7
CC1CCN(S(=O)(=O)c2ccc3ncn(CC(=O)N(C)Cc4ccccc4)c(=O)c3c2)CC1	2	40	1	-2.5	0	2	-39	1	3	-11

This part in full, from the first entry:
SMILES	AI-2 QS modul	aSyn 5UTR inh	GSK3beta inhib	HIF act	GSK3A inh	IEC-6 tox	KLF5 inhibitor	HSP90 refold inh	HSF1 activator	HSF1 inh
Fc1ccc(N2N=C(c3cccs3)CC2c2ccccc2)cc1 (stereo unspecified)	37	17	0	-0.4	-1	-5	-25	-3	3	7
CC1CCN(S(=O)(=O)c2ccc3ncn(CC(=O)N(C)Cc4ccccc4)c(=O)c3c2)CC1	2	40	1	-2.5	0	2	-39	1	3	-11
CCOC(=O)c1ccc(NC(=O)c2ccc3c(c2)C(=O)N(Cc2cccnc2)C3=O)cc1	5	6	0	-0.3	0	-3	-89	1	0	-8
COc1ccc(NC(=O)N2CCN(c3cccc(C(F)(F)F)c3)CC2)cc1	8	12	-2	0.5	1	24*	-27	1	-53	-42
COc1cccc(C2C=C(c3ccc(OC)cc3OC)Nc3nnnn32)c1 (stereo unspecified)	11	-45	-3	2.3	/	0	35	0	3	6
N#Cc1cccc(S(=O)(=O)NCC(=O)OCC(=O)c2ccc[nH]2)c1	17	-5	1	-0.2	-1	0	-39	-5	-1	-3
CCC1CCc2c(sc(NC(=O)C3CC=CCC3C(=O)O)c2C#N)C1 (stereo unspecified)	70	-8	2	0.5	-2	2	-42	-2	11	5
Cc1ccc(NC(=O)CNC2CCCCC2)cc1Cl	-9	-19	0	1.5	1	5	-47	4	-8	2
O=C(Nc1ccc(F)cc1F)c1cc(-c2ccco2)nc2ccccc12	18	4	1	0.2	-1	-1	-33	-2	23	13
CSCCC(NC(=O)c1ccoc1C)C(=O)O (stereo unspecified)	24	-6	0	-0.2	-2	-3	-32	-2	-14	-10
CCc1ccc(-n2c(=S)sc3c(=O)n(-c4ccccc4OC)c(=S)[nH]c32)cc1	35	-1	-3	-0.5	4	-4	10	0	28	5
O=C(NNC1=NCCCCC1)Nc1ccc(Cl)cc1	2	-68	-1	1.2	0	-7	6	-4	11	3
N#C/C(=N/Nc1ccc(OC(F)(F)F)cc1)C(N)=S	89	-71	6	0.0	4	28*	-61	-1	-6	0
CCOC(=O)c1cnc(SCC(=O)NNC(=O)c2ccco2)nc1N	11	10	-2	0.1	-2	1	-17	-3	-53	-40
CN(C)CCCC1(O)c2ccccc2C=Cc2ccccc21	11	0	-1	-0.4	-6	-6	-23	2	-19	-1
Cc1ccc(C(=O)N2CCC(C)CC2)cc1NC1=NC2CS(=O)(=O)CC2S1 (stereo unspecified)	18	15	-1	-0.4	0	4	-37	1	-4	-2
CSc1oc(-c2cccs2)nc1S(=O)(=O)c1ccccc1	13	3	0	-0.1	-1	0	-31	-1	1	1
COc1cc2c(OC)cccc2cc1C(=O)O	17	4	1	-0.6	-2	-3	-26	0	-8	-10
CCc1ccc(N2CC(C(=O)N/N=C/c3ccccc3)CC2=O)cc1 (stereo unspecified)	8	-4	-1	0.1	4	/	/	/	9	5
C=CCn1c(=NC(=O)c2ccc(S(=O)(=O)N3CCCc4ccccc43)cc2)sc2cc(S(N)(=O)=O)ccc21	35	-41	4	-0.2	1	6	-12	-5	22	-1
O=C(CNc1cccc2ccccc12)c1ccc([N+](=O)[O-])cc1	36	-41	-5	-0.6	-1	14	-3	9	7	2
CCCc1cc(=O)oc2cc(O[C@@H]3O[C@H](CO)[C@@H](O)[C@H](O)[C@H]3O)ccc12	-1	17	1	2.0	2	-6	-15	4	-17	1
CCN(Cc1ccccc1)C(c1ccc(Cl)cc1)c1nnnn1C(C)(C)C (stereo unspecified)	16	31	-24	-0.3	0	-10	-37	-10	-9	3
N#Cc1c(/N=C/c2cc3ccccc3s2)sc2c1CCC2	11	-150	1	4.5	6	2	21	9	-2	3
CCN(CC)CCP(=O)(c1ccccc1)c1ccccc1	9	-6	0	0.4	0	0	-8	6	-1	-4
COc1ccc(C(=O)CSc2nnc(-c3ccco3)o2)cc1	12	-17	1	0.7	3	4	-22	3	13	3
CC(C)Nc1nc(SC(C)C(=O)Nc2ccccc2)nc(N(C)C)n1 (stereo unspecified)	19	25	2	-0.1	-1	-4	-13	0	-11	-2
O=C(Cc1cccc(C(F)(F)F)c1)OCN1C(=O)c2ccccc2C1=O	1	-21	1	-0.4	1	-2	-6	5	20	-4
CCOC(=O)c1nn(-c2ccc(F)cc2)c(=O)c(C#N)c1C	13	-2	-1	-3.5	0	-4	-30	-2	8	0
O=C(O)CSc1c2c(nc3cc(C(=O)NCCN4CCOCC4)ccc13)CCC2	5	11	-7	-0.2	-3	1	-17	3	-5	-6
O=S(=O)(Nc1ccccc1O)c1ccc(-c2ccccc2)cc1	12	-35	0	-0.1	-4	2	-14	5	65*	59
O=C(NC1CCCN(CCc2ccccc2)C1)C1CCCC1 (stereo unspecified)	24	6	5	1.4	-2	-2	-20	0	6	-5
COc1nc2c(C)cccc2cc1-c1noc(-c2ccco2)n1	/	/	/	/	-3	5	-35	-1	/	/
O=C(Nc1ccc(N2CCCC2)cc1)c1ccc2ccccc2c1	2	-143	-6	1.9	0	-4	-95	3	14	18
C=C(C)c1cccc(C(C)(C)NC(=O)Nc2ccc(OC)cc2)c1	11	-11	0	-0.2	/	2	-18	0	0	3
CCCCC(=O)NC(N1CCCCC1)C(Cl)(Cl)Cl (stereo unspecified)	7	23	-1	-0.2	0	-4	1	0	-21	2
O=C(CSc1nc2c(c(=O)[nH]1)CN(Cc1ccc(F)cc1)CC2)Nc1ccc(F)cc1	18	-5	4	0.2	-4	-2	-3	-6	9	4
CC(=O)c1cnn(-c2cc(Oc3ccc(F)cc3)ncn2)c1C	26	-41	-1	0.9	-3	10	1	3	-6	2
Cc1nc(C)c(-c2nnc(-c3cccc(S(=O)(=O)N(C)C)c3)o2)cc1C(=O)NN	17	-5	-4	1.1	0	-1	9	-1	-72	-63*
Cc1ccsc1/C=C/C1=Cc2c(sc(NC(=O)CSc3n[nH]c(N)n3)c2C#N)C(C)(C)C1	24	-22	1	-0.2	-3	-4	-22	-5	-10	-2
COc1cccc(CN2CC(C(=O)NCc3ccc(C)o3)CCC2=O)c1 (stereo unspecified)	6	-7	-1	2.9	/	7	14	0	108*	59
CCOC(=O)c1cc2occc2n1CCCN1C(=O)c2ccccc2C1=O	0	-7	2	0.0	-2	-3	-6	-3	33	7
COc1ccccc1/C=N/NC(=O)c1ccc(NC(=O)c2ccccc2Br)cc1	27	12	1	0.0	-1	-10	-4	-3	2	12
O=C(CSc1nnc(-c2ccccn2)o1)Nc1cccc(Cl)c1	18	-194	13	3.6	1	0	-181	-2	23	16
Cc1ccc(NC(=O)C(=O)NCCCN2CC(C(=O)O)CC2=O)cc1 (stereo unspecified)	7	4	-2	0.0	-1	3	8	-2	-16	-3
O=S(=O)(c1ccccc1)C1(C2CC(c3ccccc3)=NO2)CC(O)C1 (stereo unspecified)	19	-39	0	0.3	-2	5	-25	1	3	0
CN(CC(=O)N(CCO)Cc1ccccc1)S(=O)(=O)c1ccc2c(c1)c(=O)n(C)c(=O)n2C	6	10	0	0.1	-4	3	-30	0	-17	0
CC(OC(=O)c1ccco1)C(=O)NC1CCCC1 (stereo unspecified)	-4	-8	1	-8.9	-1	-5	-1	1	-7	-7
COC(=O)[C@H](CCSC)NC(=O)Nc1ccc(C(C)C)cc1	19	-50	2	0.3	-1	6	-30	2	-6	-4
COc1ccc(C2CC(c3ccccc3)=NN2c2ccc(Cl)c(C(=O)O)c2)cc1 (stereo unspecified)	-3	3	3	0.7	-13	7	0	-3	12	-9
CCOC(=O)CC1C(=O)NCCN1S(=O)(=O)c1ccc(Br)cc1 (stereo unspecified)	2	18	4	-0.2	/	-3	-13	-2	11	-2
CC1CCN(c2ccc(NC(=O)c3ccccc3[N+](=O)[O-])cc2)CC1	16	-70	-2	0.5	15	3	-27	-6	1	-2
COc1ccc(NC(=O)c2ccccc2S(=O)c2ccccc2C#N)cc1 (stereo unspecified)	4	26	-3	0.1	0	4	-6	2	-9	0
CCC(=O)Nc1ccc(N2CCN(Cc3ccccc3)CC2)cc1	/	-17	/	-0.6	-21	-3	-16	-1	-16	2
O=C(CSc1nc2ccccc2c(=O)n1-c1ccc(F)cc1)Nc1ccc(N2CCOCC2)cc1	2	4	1	-0.4	/	6	2	3	-12	1
Cc1cccc(C)c1NC(=O)C(=O)NCCOc1ccc(Cl)cc1	1	36	1	-0.2	/	-5	-8	-1	16	-3
CC(C)(C)NC(=O)COC(=O)C1c2ccccc2Oc2ccccc21	42	0	2	-0.6	0	4	-17	-5	26	5
CC(=O)c1cc(NC(=O)c2ccc(C)cc2)c(=O)oc1C	35	-117	-1	1.0	-2	-2	-3	0	43	37
O=C(/C=C/c1cccc(F)c1)N1CCN(c2ccccn2)CC1	27	9	2	0.5	-1	1	-8	0	0	1
O=C(c1cccs1)N1CCN(C(=O)C(c2ccccc2)c2ccccc2)CC1	25	11	1	-0.6	0	-6	7	2	2	-4

More compounds follow.
SMILES	AI-2 QS modul	aSyn 5UTR inh	GSK3beta inhib	HIF act	GSK3A inh	IEC-6 tox	KLF5 inhibitor	HSP90 refold inh	HSF1 activator	HSF1 inh
Cc1ccc(S(=O)(=O)N(Cc2ccc(F)cc2)Cc2ccco2)cc1	25	6	2	-0.2	-1	4	20	3	15	14
C=CC1CN(CC(=O)OC)S(=O)(=O)c2ccccc21 (stereo unspecified)	4	1	3	-1.2	-1	/	/	/	-14	-1
COc1ccc(N(CC(=O)NCCSC2CCCCC2)S(C)(=O)=O)c(OC)c1	10	-10	3	-0.1	1	-1	-12	0	1	2
CCCc1nc(C)cc(N2CCN(c3ccccc3)CC2)n1	11	-15	-1	0.2	-5	0	-30	3	17	14
CCC(C)NC(=O)C1CCN(S(=O)(=O)c2ccc(-n3cnnn3)cc2)CC1 (stereo unspecified)	17	8	-3	-0.8	-2	1	11	3	0	0
COc1ccc(CN2CCNC(=O)C2CC(=O)NCCC2=CCCCC2)cc1OC (stereo unspecified)	26	10	4	/	-1	7	-2	2	/	/
CC(C)Oc1cccc(C(=O)Nc2ccc(NC(=O)c3ccco3)cc2)c1	26	-29	-4	0.3	1	-5	-23	-5	-3	5
Cc1ccc(-c2ccc(C)c(N)c2C)c(C)c1N	13	5	1	-0.2	-1	-3	-3	-1	2	0
CC(=O)c1ccc(NC2=C(N3CCOCC3)C(=O)c3ccccc3C2=O)cc1	16	-21	3	0.0	9	-3	-18	3	-1	-6
CCOc1ccccc1C1C2C(=O)N(c3ccccc3)C(=O)C2ON1c1ccccc1 (stereo unspecified)	47	15	-1	-0.1	0	-2	-12	1	-9	-6
O=C(CCN1C(=O)c2ccccc2C1=O)Nc1ccc(F)cc1F	9	30	-3	0.5	-2	-2	-8	-1	1	0
